TrxR1 substrate: qHTS Assay for Substrates of Mammalian Selenoprotein Thioredoxin Reductase 1 (TrxR1): qHTS | Thioredoxin reductase 1, cytoplasmic (Rattus norvegicus), O89049 | purified TrxR1 substrate turnover, NADPH consumption readout | Potency, µM (doses to about 114 µM), for the others: top-dose activity change, negative = substrate turnover | 390,000 tested, 0.01% active; note: % is set by controls: 0 for no effect and ±100 for the full control effect; nearly all actives have a fitted effect of over 50% in size
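Rat TrxR1, dispensed at 90 nM, was prereduced with 400 uM NADPH (final) for 5 min at ~22 deg C, then incubated with compound 15 min before 400 uM selenite. A first-read NADPH fluorescence drop versus no-compound background flagged substrates.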
ALOX12 inh: Primary qHTS assay for inhibitors of human arachidonate 12S-lipoxygenase (ALOX12): Round 2; purified 12hLO, xylenol orange hydroperoxide absorbance; 580,000 tested, 1.1% active; Polyunsaturated fatty acid lipoxygenase ALOX12 (Homo sapiens), P18054; Potency, µM (titrated, usually from 108 µM), for the others: at the highest dose activity change, negative = inhibition, hits mostly inhibitors; note: % is set by controls: 0 for no effect and ±100 for the full control effect
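Purified human 12hLO (150 nM final) in 25 mM Hepes, 0.01% Triton X-100, pH 7.0 was preincubated 15 min at room temperature with compound. Then 40 uM arachidonic acid was added, 30 min. Hydroperoxide was read by Fe-XO absorbance ratio 573/405 nm.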
TrxR1 inh: qHTS Assay for Inhibitors of Mammalian Selenoprotein Thioredoxin Reductase 1 (TrxR1): qHTS | Thioredoxin reductase 1, cytoplasmic (Rattus norvegicus), O89049 | 390,000 tested, 1% active | Potency, µM (top dose mostly 114 µM), without a hit: top-dose activity change, negative = inhibition, usual class: inhibitors | recombinant rTrxR1, NADPH fluorescence consumption, selenite substrate; note: % is set by controls: 0 for no effect and ±100 for the full control effect; nearly all actives have a fitted effect of over 65% in size
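Rat TrxR1 (90 nM in the dispensed reagent) was pre-reduced with 400 uM NADPH for 5 min at room temperature, then incubated with compound for 15 min. After 400 uM selenite was added, NADPH fluorescence (Ex 340/Em 450 nm) was followed for 8 min.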
Vif-A3G inh: qHTS for Inhibitors of Vif-A3G Interactions: qHTS. HeLa A3G-eYFP + Vif (tagged APOBEC3G with the HIV-1 protein that degrades it), YFP fluorescence, overnight. Potency, µM (doses to about 46.1 µM), inactives show at the top dose activity, negative = active, actives largely listed as inhibitors. 410,000 tested, 0.076% active;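 note: % is set by controls: 0 for no effect and ±100 for the full control effect; nearly all actives have a fitted effect of over 60% in size; hits raise eYFP signal because A3G escapes Vif-driven loss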
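Read-out is eYFP fluorescence (Ex 488/Em 500-530) from Vif-expressing HeLa A3G-eYFP cells; more signal means A3G escaped Vif-mediated degradation. Cells plated overnight, compound pinned in, incubated overnight at 37 deg C.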
USP1 inh: Inhibitors of USP1/UAF1: Primary Screen; recombinant USP1/UAF1, Ub-Rhodamine cleavage fluorescence; 390,000 tested, 0.23% active; Ubiquitin carboxyl-terminal hydrolase 1 (Homo sapiens), O94782; Potency, µM (series often up to 57.1 µM), for the others: at the top dose activity change, negative = inhibition, usual class: inhibitors; note: % is set by controls: 0 for no effect and ±100 for the full control effect; nearly all actives have a fitted effect of over 60% in size; inactives centre near -12
Target sequence (O94782 whole entry, looked up): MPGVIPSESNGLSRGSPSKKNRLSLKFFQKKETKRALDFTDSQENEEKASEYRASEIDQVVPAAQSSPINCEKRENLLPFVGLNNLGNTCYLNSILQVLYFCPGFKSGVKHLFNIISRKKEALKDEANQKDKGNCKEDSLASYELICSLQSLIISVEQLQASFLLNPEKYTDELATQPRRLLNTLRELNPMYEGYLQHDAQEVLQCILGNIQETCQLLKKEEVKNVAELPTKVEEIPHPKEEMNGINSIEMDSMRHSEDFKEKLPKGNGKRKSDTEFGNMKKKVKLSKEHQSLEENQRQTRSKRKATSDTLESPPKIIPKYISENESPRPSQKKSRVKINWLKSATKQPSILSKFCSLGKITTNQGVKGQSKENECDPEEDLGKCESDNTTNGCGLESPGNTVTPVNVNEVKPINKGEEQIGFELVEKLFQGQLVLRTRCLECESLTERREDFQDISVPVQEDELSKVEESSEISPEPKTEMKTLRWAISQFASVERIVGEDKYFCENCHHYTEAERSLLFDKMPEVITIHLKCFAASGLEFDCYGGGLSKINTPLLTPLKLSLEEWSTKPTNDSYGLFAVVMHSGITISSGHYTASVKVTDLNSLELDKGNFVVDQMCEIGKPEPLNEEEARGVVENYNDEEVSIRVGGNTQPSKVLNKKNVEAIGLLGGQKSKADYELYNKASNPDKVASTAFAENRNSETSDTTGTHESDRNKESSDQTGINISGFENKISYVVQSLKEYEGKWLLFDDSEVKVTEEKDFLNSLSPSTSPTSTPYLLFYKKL
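High-throughput fluorogenic screen: 1nM USP1/UAF1 complex, Ub-Rho substrate 150nM final, 50mM HEPES pH 7.8 with 0.5mM EDTA, 0.1 mg/ml BSA, 1mM TCEP and 0.01% Tween-20.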
RGS4 inhibitor: Inhibitors of Regulator of G Protein Signaling (RGS) 4: qHTS. Regulator of G-protein signaling 4 (Homo sapiens), P49798. Transcreener GDP fluorescence polarization, RGS4-accelerated GTP hydrolysis. Potency, µM (highest dose often 114 µM), for inactives: top-dose activity change, negative = inhibition, hits mostly inhibitors. 390,000 tested, 0.039% active; note: % is set by controls: 0 for no effect and ±100 for the full control effect; nearly all actives have a fitted effect of over 75% in size; some results filed as inactive show a strong effect at the top dose
Target sequence (P49798 whole entry, looked up): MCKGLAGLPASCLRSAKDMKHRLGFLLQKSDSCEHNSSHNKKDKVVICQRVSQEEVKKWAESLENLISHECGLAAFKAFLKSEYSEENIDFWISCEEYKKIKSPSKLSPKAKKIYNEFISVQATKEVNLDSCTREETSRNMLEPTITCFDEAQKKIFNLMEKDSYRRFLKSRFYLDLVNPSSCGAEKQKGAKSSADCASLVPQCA
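MLSMR compounds (23 nl, pin-transferred) preincubated 10 min at room temperature with a 500nM (2x) first reagent, then RGS4 at 900nM (2x) plus Transcreener GDP mix added; fluorescence polarization (620/688 nm) read before and after 90 min at 30 °C.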
RXFP1 agonist: qHTS Assay for Agonists of the Relaxin Receptor RXFP1; Potency, µM (top dose mostly 57.5 µM), inactives show at the top dose activation, most hits filed as activators; 370,000 tested, 0.3% active; HEK293T-RXFP1 cAMP TR-FRET, 30 min; response scale: percent of porcine relaxin response, buffer zero; AID 2676, 2010; note: % is set by controls: 0 for no effect and ±100 for the full control effect; nearly all actives have a fitted effect of over 60% in size; many of its hits are not listed in these tables
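cAMP rise read by TR-FRET after 30 min, 37C compound exposure (up to 58 uM) in RXFP1-transfected HEK293 cells with Ro 20174 present. EC50 from Hill-equation fits, with 29 nM porcine relaxin as 100% and buffer as basal.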
Vif-A3F inh: qHTS for Inhibitors of Vif-A3F Interactions: qHTS; 390,000 tested, 0.2% active; AID 602313, 2012; HeLa A3F-eYFP + Vif (tagged APOBEC3F with the HIV-1 protein that degrades it), YFP fluorescence increase; Potency, µM (highest dose often 46.1 µM), without a hit: top-dose activity, negative = active; note: % of control where 0% means no effect; nearly all actives have a fitted effect of over 65% in size
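Fluorescence increase (Ex 488/Em 500-530) after overnight compound treatment at 37 deg C flags inhibition of Vif-driven A3F-eYFP loss in stable HeLa A3F-eYFP/Vif cells seeded overnight beforehand.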
mIDH1 inhibitor: qHTS for Inhibitors of mutant isocitrate dehydrogenase 1 (IDH1): qHTS; Isocitrate dehydrogenase [NADP] cytoplasmic (Homo sapiens), O75874; IDH1-R132H enzyme, NADPH consumption, diaphorase/resazurin fluorescence; Potency, µM (top dose mostly 76.6 µM), inactives show top-dose activity change, negative = inhibition, most hits filed as inhibitors; 390,000 tested, 0.093% active; note: % is set by controls: 0 for no effect and ±100 for the full control effect; nearly all actives have a fitted effect of over 65% in size
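IDH1-R132H (0.5 ug/mL) preincubated 30 min with compound, then NADPH (0.016 mM) and alpha-KG (2 mM) added; 80 min at RT, pH 7.5. Remaining NADPH coupled via diaphorase/resazurin to fluorescence (540/590 nm); concentration-response curves normalized to no-enzyme control.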
The depositor's hits bear a star; ? = inconclusive; . = no result given; & = joins results of further samples; [ ] = another dose, or the depositor's remark. Calls come from the whole dose curve; as a rule, active = well fitted curve in the direction sought with a large enough effect; inconclusive = small, poorly fitted or top-dose-only effect, or another doubt; inactive = no such curve, though single readings can be large; an effect the other way counts as inactive or inconclusive. Potency is the fitted concentration of half-maximal effect. Only part of the results is shown; the hit share may differ from the screen's.

SMILES	TrxR1 substrate	ALOX12 inh	TrxR1 inh	Vif-A3G inh	USP1 inh	RGS4 inhibitor	RXFP1 agonist	Vif-A3F inh	mIDH1 inhibitor
Cc1nc(C(F)(F)F)ccc1C(=O)NCC(O)c1ccccc1 (stereo not given)	-0.2%	-19.1%	9.2%	0.3%	-17.6%	-18.3%	4.4%	-6.1%	9.6%
CCc1nn2c(=O)cc(COC(=O)c3ccccc3)nc2s1	-0.3%[57.1 µM]	-21.3%	12.9%[57.1 µM]	2.9%	-23.8%	-12.3%	3.1%	-10.4%	8.6%
COc1ccc(C(=O)NCC(c2ccc3c(c2)OCO3)N2CCOCC2)cc1OC (stereo not given)	6.7%[57.1 µM]	5.9%&1.2%	20.3%[57.1 µM]	0.3%	?	-1.8%	-0.7%	-1.1%	-7.4%
C=CCn1c(SCCC)nc(O)cc1=O	-2.3%[57.1 µM]	2.5%	8.2%	2.4%	0.1%	9.7%	-1.7%	-6.8%	0.6%
CC(O)Cn1c(N2CCCC2)nc2c1c(=O)n(C)c(=O)n2C (stereo not given)	0.6%	15.2%	9.5%	-2.3%	-23.5%	14.4%	6.9%	0.2%	2.8%
CC1(c2ccc3ccccc3c2)NC(=O)N(CC(=O)N2CCN(Cc3ccccc3)CC2)C1=O (stereo not given)	-6.2%	.	-5.1%	2.6%	0.9%	24.5%	1.4%	7.1%	-4.9%
CN(C)C(=O)c1c(NC(=O)c2ccccc2F)sc2c1CCCC2	-12.2%	-8.5%	-15.4%	2.1%	-6.9%	-1.9%	19.2%	-7.3%	0.9%
CSc1nnc(-c2ccc(C(F)(F)F)nc2C)o1	-6.9%[57.1 µM]	?	40.0%[activator][57.1 µM]	-3.3%	?	-2.3%	4.4%	-2.4%	9.9%
Cn1c(CNc2ccc(F)cc2)nnc1SCC(=O)NNC(=O)Cc1ccccc1	5.5%	3.2%	17.0%	-1.9%	-21.2%	7.8%	-0.1%	-7.5%	-0.9%
Clc1ccc(-c2csc3ncnc(N4CCc5ccccc5C4)c23)cc1	-0.9%	-11.8%	-5.6%	1.2%	-10.0%	10.1%	0.4%	2.5%	8.9%
Nc1nc(CN2CCN(Cc3ccccc3)CC2)nc(Nc2ccccc2)n1	6.5%	1.6%	-24.0%	-10.4%	-12.0%	-15.2%	0.0%	-12.7%	0.0%
O=S(=O)(Nc1ncccc1O)c1ccc(Cl)cc1	1.0%	?	7.0%	-3.1%	-21.1%	-1.3%	1.6%	2.0%	-0.4%
CN(CCN1CCOCC1)Cc1nc(-c2ccc3c(c2)OCO3)no1	1.9%	3.4%	17.2%	-1.2%	-19.7%	17.4%	-2.1%	0.3%	2.0%
CCCCCCCCOC(=O)/C=C/c1c(C)[nH]c(=O)[nH]c1=O	-14.0%	-22.1%	3.5%	1.6%	0.2%	9.7%	5.3%	-14.0%	3.0%
CC(C)OC(=O)CSc1nc(Cc2ccccc2)nc2ccccc12	-11.8%	-26.8%	?	-0.4%	-2.1%	-6.4%	6.2%	1.7%	-4.3%
O=C(c1ccc(Nc2nc3ccccc3n3nnnc23)cc1)N1CCN(c2ccc(F)cc2)CC1	10.9%	1.0%	17.4%	-0.1%	-16.2%	-43.8%	1.3%	3.8%	-3.5%
COc1ccc(/C=N/N=C2/NC(=O)C(CC(=O)O)S2)cc1OCc1ccccc1Cl (stereo not given)	-15.2%	3.3%	5.4%[57.1 µM]	0.8%	-4.2%	-28.8%	0.5%	-4.1%	1.6%
CC1(C)Cc2c(ccc3ccccc23)-c2nnc(-c3cccnc3)n21	10.0%	9.2%	12.2%	-4.0%	-19.4%	-29.3%	-2.0%	-4.0%	2.1%
C/C(CC(=O)Nc1cccc(Cl)c1C)=N\NC(=O)C(=O)NCC(C)C	-3.4%[57.1 µM]	10.5%	-1.9%[57.1 µM]	-0.1%	-17.1%	-43.2%	-0.5%	1.0%	1.2%
O=C(COC(=O)c1ccc(S(=O)(=O)N2CCOCC2)cc1)NC1CCCC1	-2.1%	1.9%	1.3%	3.9%	-5.6%	-7.9%[11.4 µM]	2.4%	-11.5%	1.1%

Limited to RGS4 inhibitor, USP1 inh and mIDH1 inhibitor (2 entries from above):
molecule | RGS4 inhibitor | USP1 inh | mIDH1 inhibitor
CN(C)C(=O)c1c(NC(=O)c2ccccc2F)sc2c1CCCC2 | -1.9% | -6.9% | 0.9%
CC1(c2ccc3ccccc3c2)NC(=O)N(CC(=O)N2CCN(Cc3ccccc3)CC2)C1=O (stereo not given) | 24.5% | 0.9% | -4.9%

(list continues)
SMILES	TrxR1 substrate	ALOX12 inh	TrxR1 inh	Vif-A3G inh	USP1 inh	RGS4 inhibitor	RXFP1 agonist	Vif-A3F inh	mIDH1 inhibitor
N#C/C(=C(/O)c1ccc2c(c1)OCO2)c1nc2cc(C(F)(F)F)ccc2s1	-9.6%	0.0%	5.7%	1.7%	-12.2%	0.3%	0.8%	10.6%	-9.0%
O=C(CN1CCN(C(c2ccccc2)c2ccccc2)CC1)N1N=CCC1c1ccccc1 (stereo not given)	3.0%[57.1 µM]	-14.0%	7.6%[57.1 µM]	1.0%	-25.7%	-3.0%	0.1%	20.1%	-1.0%
O=C1C2CCCN2C(c2ccccc2)N1c1nccs1 (stereo not given)	0.1%	-22.8%	-5.9%	2.7%	-0.7%	-30.1%	1.7%	-8.1%	4.7%
COc1ccc2oc(=O)c(C(=O)Nc3ccc(C(=O)O)cc3)cc2c1	7.1%	0.4%	5.2%	.	-15.2%	-19.2%	28.6%	.	.
Cc1cc(C)cc(NC(=O)Nc2cccc(S(N)(=O)=O)c2)c1	-4.2%[57.1 µM]	197.2%[activator]	8.7%[57.1 µM]	-0.2%	-14.8%	-38.5%	2.8%	-4.2%	4.0%
CCc1cccc(CC)c1NC(=O)CSc1nnc(C2CC2)n1C	-1.0%	-25.5%	17.8%	1.6%	-26.3%	9.0%	-0.6%	-6.3%	-3.4%
C=CCNC(=S)NNC(=O)c1ccc(OCCC)cc1	-6.4%	28.6%	-3.7%	1.3%	-19.9%	?	-3.2%	-1.3%	5.1%
CC(C)CC(CO)N1CCN(C(=O)c2ccc(C(C)(C)C)cc2)CCC1=O (stereo not given)	10.3%[57.1 µM]	-4.6%	7.1%[57.1 µM]	-1.2%	-23.1%	-2.9%	0.0%	1.4%	-5.4%
CCCCOc1ccc(C(=O)N2CCNC(=O)C2)cc1	10.1%	19.0%	23.3%	5.8%	-23.4%	7.0%	-0.5%	-27.1%	0.0%
COc1ccc(C(=O)Nc2ccc3[nH]c(-c4cccc(OC)c4)cc(=O)c3c2)cc1	15.1%[57.1 µM]	?	39.8%[activator]	-21.9%	6.9%	-2.5%	10.5%	0.1%	7.6%
COc1c(C)cc(Br)cc1C(=O)Nc1ccc(S(N)(=O)=O)cc1	7.8%[57.1 µM]	17.3%	15.5%[57.1 µM]	-1.3%	-11.5%	-34.4%	1.9%	-6.3%	4.0%
COC(=O)c1ccccc1S(=O)(=O)N1CCC(c2nc3ccccc3o2)CC1	-10.0%	?	-3.8%	-0.1%	-18.1%	-17.6%	0.2%	-0.2%	-1.7%
CC1Cc2nc(SCC(=O)c3ccccc3)n(Cc3ccccc3)c(=O)c2S1 (stereo not given)	3.6%[57.1 µM]	1.0%[57.4 µM]	8.2%[57.1 µM]	-3.8%	-25.6%	-11.5%	0.8%	6.5%	4.5%
Cc1ccc(-c2nnc3ccccc3c2C(=O)Nc2ccc(F)cc2)cc1	0.4%[57.1 µM]	-7.9%	14.2%[57.1 µM]	-1.4%	-13.5%	-14.6%	0.4%	1.4%	-18.8%
O=C(CC1C(=O)NCCN1C(=O)Nc1ccc(F)cc1)Nc1cc(Cl)ccc1Cl (stereo not given)	2.6%	0.0%	22.5%	-3.7%	-21.3%	6.9%	0.9%	-1.1%	10.2%
COc1ccc(C(=O)NCC2(c3ccc(OC)c(OC)c3)CCCC2)cc1OC	.	-0.2%	.	-3.4%	-24.1%	.	.	-6.1%	11.6%
Cc1ccc(NC(=O)CSCC(=O)OC(C)C(=O)Nc2ccccc2C)cc1 (stereo not given)	-3.0%	-7.9%	-2.8%	-0.9%	-17.6%	-26.7%	2.2%	4.3%	-4.9%
COc1ccc(/C=N/NC(=O)c2nc(-c3ccccc3)n(-c3ccccc3)n2)c(O)c1	-0.5%	6.6%	19.0%	-8.2%	-3.7%	30.3%	-0.6%	-13.8%	0.2%
Cc1nc2ccccc2c(-c2ccccc2)c1CC(=O)O	2.3%	-14.8%	7.2%[57.1 µM]	2.1%	-18.1%	-17.8%	1.9%	-9.1%	-6.7%
